# HCV inh: HCV inhibition. 3.4% of 340,000 active. Potency, µM (top dose mostly 41.8 µM), for inactives: top-dose activity change, negative = inhibition, most hits filed as inhibitors. Huh7.5.1 HCVcc-Cre infection, luciferase reporter, 44 h; further: potency means the concentration at half of the fitted maximal effect
#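 Luciferase read-out (15 sec integration) after a 15 min room-temperature substrate step quantifies HCVcc-Cre infection. Cells, 1,000 per well, had compound added 4 h post-plating, then virus at ~0.5 moi, and were cultured 44 h.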
# Sm TGR inh: blocks Schistosoma mansoni thioredoxin glutathione reductase; Potency, µM (doses to about 114 µM), for the others: top-dose activity change, negative = inhibition, actives largely listed as inhibitors; purified TGR, DTNB reduction, TNB absorbance 405 nm; Q962Y6; 3% of 360,000 active; further: potency means the concentration at half of the fitted maximal effect; nearly all actives have a fitted effect of over 60% in size
#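 TGR 20 nM + NADPH 100 uM (dispensed conc.), cpd preinc 15 min RT; start with NADPH (500 uM addition) then DTNB (15 mM addition). Kinetic TNB absorbance, 405 nm filter. Four-parameter Hill fit across titration.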
# AmpC detergent: AmpC beta-lactamase inhibition with detergent present. AID 485294. AmpC hydrolysis of nitrocefin, absorbance 480 nm, 0.01% Triton. P00811. Potency, µM (highest dose often 114 µM), for inactives: at the highest dose activity change, negative = inhibition, usual class: inhibitors. 0.041% of 370,000 active;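 further: potency means the concentration at half of the fitted maximal effect; 0% = no-compound wells and -100% = no-enzyme wells; nearly all actives have a fitted effect of over 25% in size; some results filed as inactive show a strong effect at the top dose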
# Target sequence (P00811 whole entry, looked up): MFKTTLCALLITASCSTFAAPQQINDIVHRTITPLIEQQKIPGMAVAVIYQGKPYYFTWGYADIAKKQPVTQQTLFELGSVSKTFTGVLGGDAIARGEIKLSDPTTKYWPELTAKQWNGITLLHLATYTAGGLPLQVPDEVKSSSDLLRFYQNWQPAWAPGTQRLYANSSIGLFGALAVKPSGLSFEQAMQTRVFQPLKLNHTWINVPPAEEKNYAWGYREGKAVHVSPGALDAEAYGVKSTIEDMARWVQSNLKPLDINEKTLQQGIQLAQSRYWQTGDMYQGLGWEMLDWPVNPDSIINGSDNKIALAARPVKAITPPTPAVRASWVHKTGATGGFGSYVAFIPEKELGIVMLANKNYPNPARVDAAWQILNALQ
#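 AmpC (5.3 nM in the dispensed reagent) in 20 mM phosphate pH 7.0 with 0.01% (detergent screen) or 0.0001% Triton X-100 was preincubated with compounds for 15 min at room temperature. Nitrocefin was then added from an 800 uM solution, and hydrolysis was followed at 480 nm.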
# HCMV antiviral: human cytomegalovirus inhibition; HFF cells, HCMV-luciferase reporter, 72 h; hits give low values; activity change, negative = inhibition, % at 57.5 µM; 4.5% of 410,000 active; in the data active means activity change below about -60%; inconclusive means no clear call, values can overlap the other calls; inactive means above about -39%
#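 Inhibition of viral replication was scored as loss of reporter luminescence in HFFs infected with HCMV-luciferase (MOI 1 PFU/cell) for 72 h; compounds tested at 2 doses, normalized to buffer and Salinomycin controls.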
# Giardia FBPA inh: Giardia lamblia aldolase inhibition; purified Giardia FBPA; Potency, µM (highest dose often 59.6 µM), for the others: at the top dose activity, negative = inhibition, most hits filed as inhibitors; 0.71% of 290,000 active; AID 2451; further: potency means the concentration at half of the fitted maximal effect; nearly all actives have a fitted effect of over 55% in size
# Target sequence (A8B2U2 whole entry, looked up): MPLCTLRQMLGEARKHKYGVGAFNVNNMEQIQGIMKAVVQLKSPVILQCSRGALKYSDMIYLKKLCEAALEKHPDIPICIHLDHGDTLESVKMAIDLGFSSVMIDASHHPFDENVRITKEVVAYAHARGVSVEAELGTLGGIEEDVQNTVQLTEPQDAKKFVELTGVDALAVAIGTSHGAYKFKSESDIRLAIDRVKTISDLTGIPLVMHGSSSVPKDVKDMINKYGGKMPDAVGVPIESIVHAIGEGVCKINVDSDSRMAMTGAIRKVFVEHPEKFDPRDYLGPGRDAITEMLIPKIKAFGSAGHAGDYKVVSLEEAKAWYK
#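 Giardia FBPA (40 nM reagent) was preincubated 10 min at RT with compound (up to 57.5 uM final), then substrate plus GAPDH/TPI/NAD/arsenate coupling system with diaphorase/resazurin was added; resorufin fluorescence (525/598 nm) was read after 20 min.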
# AmpC no deterg: inhibitors of E. coli AmpC beta-lactamase without detergent. P00811. AmpC nitrocefin hydrolysis, absorbance 480 nm, 0.0001% Triton. 0.52% of 330,000 active. Potency, µM (top dose mostly 57.1 µM), for inactives: at the highest dose activity change, negative = inhibition, hits mostly inhibitors;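 further: potency means the concentration at half of the fitted maximal effect; plate controls were no compound for no effect and no enzyme for full effect; nearly all actives have a fitted effect of over 20% in size; some results filed as inactive show a strong effect at the top dose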
#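 20 mM phosphate pH 7.0 + 0.01% (detergent screen) or 0.0001% Triton X-100; 5.3 nM AmpC reagent; cpd preinc 15 min RT; nitrocefin (800 uM stock) to start; A480 q20 s × 4 min; Activity was normalised to no-enzyme and no-compound control wells.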
# * hit, by the source's call; ? = inconclusive; . = no result given; [ ] = remark or other dose. Unless noted, the call rests on the fitted dose curve; in most records, active means well fitted curve in the direction sought with a large enough effect; inconclusive means small, poorly fitted or top-dose-only effect, or another doubt; inactive means no such curve, though single readings can be large; an effect the other way counts as inactive or inconclusive. Unless noted, on the % scale 0 is the no-effect control and ±100 the full control effect.
# Every second line gives: HCV inh	Sm TGR inh	AmpC detergent	HCMV antiviral	Giardia FBPA inh	AmpC no deterg
- COc1ccccc1OCC(=O)Nc1ccc(S(=O)(=O)Nc2onc(C)c2C)cc1
    6%	-2%	4%	34	-7%	-7%
- COc1ccc(NC(=O)CSc2nc3ccsc3c(=O)n2CCC(=O)O)c(OC)c1
    8%	-13%	-1%	0	-7%	-8%
- O=C(Nc1ccc(Br)cc1Cl)c1ccc(OCC2CCCO2)cc1 (configuration not stated)
    ?	.	.	-38	.	27%
- COc1ccccc1N=C(C)C1=C(O)CSC1=O
    -10%	-2%	?	?	-9%	-18%
- CCOC(=O)c1[nH]c(C)c(/C(O)=C2\C(=O)C(=O)N(CCN(C)C)C2c2ccc(C)o2)c1C (configuration not stated)
    -12%	28µM*	?	1	-29%	-8%
- Oc1ccc(C=Nc2ccc(N3CCOCC3)cc2)c(O)c1
    7%	?	3%	11	-20%	-19%
- CN1CCN(c2ccc([N+](=O)[O-])cc2Cl)CC1
    4%	.	-7%	-27	3%	-10%
- CCc1ccc(NC(=O)CSc2nc3ccccc3nc2Cc2ccc(C)cc2)cc1
    .	-2%	0%	9	.	.
- CCOC(=O)[C@H]1[C@H]2COc3cc(OC)ccc3[C@@H]2N2C(=O)c3cc(C)ccc3NC(=O)[C@@]12C
    -26%	2%	0%	-32	.	-19%
- CC(C(=O)NCc1ccco1)n1cc([N+](=O)[O-])cn1 (configuration not stated)
    -5%	3%	8%	17	0%	-14%
- Cc1cccc(C)c1NC(=O)CNC(=O)C1CCCN(C(=O)c2ccc(Cl)cc2)C1 (configuration not stated)
    -13%	-5%	10%	-13	.	17%
- Cc1nc2ccn(Cc3ccco3)c(=O)c2cc1C(=O)NCc1ccc(Cl)cc1
    .	?	?	-38	.	.
- NC(=O)c1ccsc1NC(=O)CCS(=O)(=O)c1ccccc1
    ?	12%	-14%	-20	6%	-14%
- Cc1ccc(C)c(N(C)S(=O)(=O)c2ccc3c(c2)oc(=O)n3C)c1
    -2%	-1%	-4%	1	-3%	-32%
- N=C(N)n1c(N)nc2ccccc2c1=O
    6%	-12%	-6%	21	-1%	5%
- Cc1ccc(OCCn2cncn2)c([N+](=O)[O-])c1
    ?	13%	-10%	5	4%	-20%
- COCC(C)NCC(=O)NC(C)CCc1ccccc1 (configuration not stated)
    8%	5%	4%	-11	-23%	-7%
- Cc1ccc(C)c(NC(=O)C(OC(=O)c2cc[n+]([O-])cc2)c2ccccc2)c1 (configuration not stated)
    ?	-13%	-19%	7	.	-1%
- CCCCc1cc(=O)oc2cc(C)c3c(C)coc3c12
    .	9%	18%	-26	.	.
- Cc1nnc(SCC(=O)NC2CCC(C)CC2)s1 (configuration not stated)
    5%	-3%	?	-35	.	82%[activator]
- Cc1nc2ccccc2c(=O)n1-c1cccc(NS(=O)(=O)c2ccccc2)c1
    -1%	4%	?	-5	.	-24%
- CC1(C)CC2(CC(c3ccccc3)Oc3cc(O)ccc32)NC(=O)N1 (configuration not stated)
    .	6%	-2%	-5	5%	-14%
- Fc1ccc(NC(=S)NCc2cccnc2)cc1
    11%	.	5%	-7	3%	-13%
- Cc1cc(C(=O)CN2C(=O)NC(C)(c3cccc(Br)c3)C2=O)c(C)n1Cc1ccco1 (configuration not stated)
    ?	?	-10%	7	-2%	-16%
- O=C(CC(=O)N/N=C/c1ccccc1O)NCc1cccnc1
    -17%	-4%	-2%	3	-21%	-17%
- CCOc1ccc(CNc2ncnc(N)n2)cc1
    14%	-20%	?	34	1%	-18%
- O=C(NCCc1ccc(Cl)cc1)c1cc(S(=O)(=O)N2CCCCC2)c[nH]1
    -20%	-6%	-8%	.	13%	-41%
- COc1ccccc1CNCc1ccc(C(=O)O)s1
    .	1%	0%	-10	.	.
- COc1ccc(C(=O)Nc2ccc3nc(N4CCC(C)CC4)cc(C)c3c2)cc1
    .	-17%	-10%	-28	.	.
- Cc1c(C)n(Cc2ccccc2)c2ccc(C(=O)N3CCN(c4ccc(F)cc4)CC3)cc12
    .	14%	2%	0	.	.

# An excerpt of the results above, as a working copy:
# Every second line gives: HCV inh	Sm TGR inh	AmpC detergent	HCMV antiviral	Giardia FBPA inh	AmpC no deterg
- COc1ccc(C(=O)Nc2ccc3nc(N4CCC(C)CC4)cc(C)c3c2)cc1
    .	-17%	-10%	-28	.	.
- Cc1c(C)n(Cc2ccccc2)c2ccc(C(=O)N3CCN(c4ccc(F)cc4)CC3)cc12
    .	14%	2%	0	.	.

# Later entries
# Every second line gives: HCV inh	Sm TGR inh	AmpC detergent	HCMV antiviral	Giardia FBPA inh	AmpC no deterg
- O=C1NC(=Nc2cccnc2)S/C1=C\c1cccc(F)c1
    -6%	-9%	2%	-11	6%	-3%
- Cc1oc2c(C)c3oc(=O)c(CC(=O)N[C@@H](CC(C)C)C(=O)N[C@@H](Cc4ccccc4)C(=O)O)c(C)c3cc2c1C
    17%	-33%	-16%	-1	1%	48%
- Cc1ccc(CNC(=O)c2cncc(Br)c2)cc1
    -18%	-1%	?	-7	5%	-2%[2.29 µM]
- O=C(CN(Cc1ccccc1)C(=O)CNS(=O)(=O)c1ccc(Cl)cc1)NCC1CCCO1 (configuration not stated)
    8%	-5%	3%	-13	.	20%
- O=C1NNC(c2ccccc2)=N/C1=C\c1ccc(Cl)cc1
    -5%	-10%	-9%	4	-3%	-38%
- O=S(=O)(NCC1CCCN(Cc2ccccc2O)C1)c1cccc2cccnc12 (configuration not stated)
    .	?	6%	-17	.	-27%
- COc1cc(CNc2ccc(N3CCN(C(C)=O)CC3)cc2)ccc1OCc1ccccc1
    ?	15%	7%	-5	-21%	209%[activator]
- Cc1cc(S(=O)(=O)N2CCc3ccccc3C2)ccc1F
    18%	6%	?	19	6%	-28%
- O=C(C1CCCN(S(=O)(=O)c2cccs2)C1)N1CCC(N2CCCCC2)CC1 (configuration not stated)
    -16%	-10%	?	102	4%	6%
- Cc1nc2c(sc(=S)n2Cc2ccco2)c(=O)n1CC(=O)Nc1ccc(F)cc1
    ?	-22%	-3%	-11	0%	-32%
- CCNC(=O)c1c(NC(C)=O)sc2c1CCCC2
    -30%	10%	-14%	-7	.	-5%
- CCOc1ccc(CN(C)c2nc(-c3cccnc3)nc3ccccc23)cc1OC
    ?	1%	-9%	-18	-4%	143%[activator]
- CCOc1ccc(-n2c(=O)c3sccc3n(Cc3ccc(C)cc3)c2=O)cc1
    5%	-2%	2%	-31	3%	-11%
- CCN(c1ccc(NC(=O)COC(=O)/C=C/c2cccs2)cc1)C(C)C
    -15%	-9%	?	?	3%	-22%[11.4 µM]
- CC(C)Cn1c(N)c(-c2nc(C(C)C)c(C(=O)c3ccccc3F)s2)c(=O)n(C)c1=O
    .	0%	-2%	.	0%	-18%
- O=C(NCCOc1ccccc1)c1ccccc1[N+](=O)[O-]
    5%	-2%	0%	-1	3%	-15%
- CC1CCCN(C(=O)c2cn(-c3ccccc3)nc2-c2cccnc2)C1 (configuration not stated)
    ?	2%	?	?	.	-12%
- CC(=O)N(C1=NCCCS1)c1ccccc1F
    .	3%	-16%	13	0%	-15%
- CCOC(=O)n1c(=O)n(Cc2c(Cl)cccc2Cl)c2ccccc21
    ?	-15%	-1%	?	-3%	-20%
- O=C(C1CCCN(c2nnc(-n3cccc3)s2)C1)N1CCC2(CC1)OCCO2 (configuration not stated)
    34%[activator]	-14%	-11%	-32	-1%	5%
- CSc1nnc(-c2ccco2)n1-c1ccccc1
    12%	-3%[11.4 µM]	-14%	32	4%	-6%
- O=C(Nc1sc2c(c1C(=O)NCC1CCCO1)CCCC2)c1cc(=O)c2ccccc2o1 (configuration not stated)
    .	-1%	0%	-5	.	.
- CCOc1ccc2oc(C(=O)OCC(=O)NCC3CCCO3)c(C)c2c1 (configuration not stated)
    ?	-15%	-4%	19	.	22%
- CC1(C)NC(=O)N(CCSc2ccc(Cl)cc2)C1=O
    7%	3%	-4%	?	-4%	31%
- COc1cccc(-c2c(C(=O)N/N=C/C3CC=CCC3)nnn2-c2nonc2N)c1 (configuration not stated)
    14%	-9%	-12%	-27	0%	-31%
- O=c1c2c(-c3ccccc3)csc2nc2n1CCC2
    ?	-1%	?	-22	5%	-5%
- Cc1cccc(CCNC(=O)c2cc3c(=O)[nH]c4ccc(C)cc4c3s2)c1
    .	0%	0%	-2	.	.
- O=C(CSc1nc(-c2ccccc2)nc2c1CCCC2)c1ccc(Cl)cc1
    .	2%	7%	7	.	.
- O=C(CSCc1ccc(Br)cc1)N1CCOCC1
    -2%	0%	2%	0	-14%	12%
- CC(=O)Nc1sc2c(c1C(c1cccc(F)c1)N1CCN(CCO)CC1)CCCC2 (configuration not stated)
    0%	-25%	4%	-15	3%	205%[activator]
- CCCCN(CC)CCCNC(=O)c1ccc2c(c1)NC(=O)CN2C
    .	22µM*	-3%	-31	.	.
- O=C(NCc1ccccc1C(F)(F)F)C1CC(c2ccccc2C(F)(F)F)=NO1 (configuration not stated)
    -15%	0%	4%	48	-7%	5%
- CCN1C(=O)[C@@H]2[C@@H](c3ccc(-c4ccc(Cl)c(Cl)c4)cc3)N3CCC[C@@]3(C(=O)OC)[C@@H]2C1=O
    0%	.	.	26	.	158%[activator]
- CCCc1cc(C(=O)NC2CCCCC2)no1
    8%	10%	-6%	67	6%	?
- CCOC(=O)c1cccc(NC(=O)c2ccc3nc(CCc4ccccc4)oc3c2)c1
    .	-4%	14%	33	.	.
- O=C(NCCNC(=O)c1ccc(Br)o1)c1ccc(Br)o1
    -14%	?	4%	12	2%	3%
- CCCCCC1CCC(c2ccc(C(N)=O)cc2)CC1 (configuration not stated)
    -4%	14%	1%	-14	3%	-22%
- CCc1ccccc1NC(=S)N1CCC(C(=O)c2ccc(F)cc2)CC1
    ?	20%	4%	6	-4%	2%
- O=c1cc(CSc2nnnn2-c2ccccc2)nc(Nc2ccc(F)cc2)[nH]1
    ?	-2%	-6%	?	1%	-55%
- Cc1ccc(CNC(=O)CCS(=O)(=O)c2cc3c4c(c2)CCN4C(=O)CC3)cc1
    .	35%	2%	-9	.	.
- C#CC(C)(CC)NC(=O)c1cc(OC)c(OC)c(OC)c1 (configuration not stated)
    -2%	0%	?	-17	2%	5%
- CN(C(=O)COC(=O)c1ccccc1NCc1ccco1)c1c(N)n(Cc2ccccc2)c(=O)[nH]c1=O
    -20%	1%	?	-9	.	126%[activator]
- CCOC(=O)c1cccc(N/C=C/C(=O)c2ccc(OC)c(OC)c2)c1
    ?	-18%	3%	100	-2%	129%[activator]
- Cc1ccc(CN2C(=O)N(c3ccc(F)cc3)C(=O)C2CC(=O)Nc2ccc(Cl)cc2)cc1 (configuration not stated)
    .	5%	5%	16	.	.
- COc1ccc(C(=O)NCCn2cc(SCC(N)=O)c3ccccc32)cc1
    -8%	1%	6%	-10	-3%	-8%

# 2 of these compounds, reformatted:
mol,HCV inh,Sm TGR inh,AmpC detergent,HCMV antiviral,Giardia FBPA inh,AmpC no deterg
O=c1c2c(-c3ccccc3)csc2nc2n1CCC2,?,-1%,?,-22,5%,-5%
CCOC(=O)n1c(=O)n(Cc2c(Cl)cccc2Cl)c2ccccc21,?,-15%,-1%,?,-3%,-20%

# Screening results (PubChem BioAssay)
